NOD1 inhibition: NOD1 signaling inhibitors, primary screen, cell-based, luminescence, uHTS (AID 1578). inhibition, % at 4 µM; hits with a dose series show EC50 in µM. NOD1-driven NF-kB luciferase reporter cells, luminescence; higher % means a stronger effect. 290,000 compounds, 1% hits; in the data active = inhibition mostly above about 36%, no sharp cut-off; inactive = mostly below about 34%;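 note: HEK-293T reporter cells stimulated with the NOD1 agonist gamma-tri-DAP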
P. falciparum M17LAP: P. falciparum M17LAP inhibitors, primary screen, biochemical, fluorogenic H-Leu-NHMec substrate, 1536-well (AID 1619). inhibition, % at 30 µM; hits with a dose series show IC50 in µM. Leucine aminopeptidase (Plasmodium falciparum (isolate 3D7)). 220,000 compounds, 0.38% hits. recombinant M17LAP, H-Leu-NHMec fluorogenic kinetic assay; higher % means a stronger effect;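 active = compound inhibiting the enzyme by more than half at any dose during confirmatory dose-response retesting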;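 note: plate controls were full reaction with DMSO carrier for no effect and no enzyme background for full effect; strong numbers were not always called active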
NOD2 inhibition: NOD2 signaling inhibitors, cell-based, luminescence, uHTS, HEK293 (AID 1566) | HEK293 NOD2/NF-kB luciferase reporter, luminescence; higher % means a stronger effect | inhibition, % at 4 µM, or EC50 in µM where a hit was titrated | 290,000 compounds, 0.63% hits; in the data active = inhibition above about 50%; note: many of its hits are not listed in these tables
b-catenin transl: modulators of beta-catenin nuclear translocation, primary screen, imaging, HeLa cells, immunofluorescence, high-content | AID 1665, 2009 | nuclear translocation activity, % at 5 µM | 190,000 compounds, 0.3% hits;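 active = nuclear translocation activity above 50% at 5 µM, with a well cell count of 50 or more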;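 note: per-cell ratio of nuclear to cytoplasmic median beta-catenin stain intensity; plate controls were DMSO negative control for no effect and GSK-3 inhibitor IX positive control for full effect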
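Test system: human HeLa cells, endogenous beta-catenin. Times: 24 h compound exposure, 37°C. Measured by: beta-catenin immunofluorescence imaging with DAPI.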
Dynein cargo inh: inhibitors of GR-EGFP nuclear translocation, primary screen, dynein cargo transport inhibitor project, imaging, high-content, 3617.4 mouse cells; test concentration mostly 20 µM; stimulated with dexamethasone, 1 µM; active compounds read low; z-score, hits read low; 220,000 compounds, 0.47% hits;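 active = plate z-score of nuclear minus cytoplasmic receptor signal below a set negative limit, without overly bright fluorescence or cell loss, cut at about -3.5 in these data, passing the limit was not always enough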;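 note: z-score of nuclear minus cytoplasmic ring GR-EGFP intensity difference per well; some compounds called inactive have numbers as strong as hits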
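Also added: dexamethasone, 1.0 µM final. Medium: tet-free, stripped-serum medium. Detection: fixed, Hoechst-stained cells imaged at 10x for EGFP. Read-out: nuclear-to-cytoplasmic GR-EGFP distribution per well. Times: induction 48 h, compound 1 h, agonist 30 min.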
Autophagy mod: autophagy modulators in MEF cells, primary screen, imaging, high-content, MEF GFP-LC3; MEF GFP-LC3 puncta imaging; test concentration mostly 10 µM; calls only at 10 µM (by protocol); 190,000 compounds, 0.98% hits;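 active = percentage of spot-positive cells more than 3 SD above its plate mean, without a fluorescence outlier flag or 80% toxicity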;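 note: spot-positive cell cutoff set from DMSO-treated cells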
Insulin prom up: insulin promoter activators in MIN6 cells, imaging, high-content screening, mouse beta cells | MIN6 insulin promoter-GFP reporter; active compounds read high | z-score at 5 µM | 190,000 compounds, 0.3% hits;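 active = z-score above 3 at 5 µM with at least 500 cells counted in the well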
Yfh1-off respiration: enhancers of respiration in Yfh1-depleted yeast, dose response, Friedreich's ataxia, plus single-dose screen (AID 1465) | S. cerevisiae Yfh1-off respiration, WST-1 reduction, 72 h; higher fold induction means a stronger effect | one-dose fold induction at 50 µM; EC50 in µM for titrated hits | 220,000 compounds, 0.074% hits;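 active = fold induction of absorbance versus untreated yeast above a set limit, then at least 30% activation at any dose in follow-up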;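 note: activators that raise dye reduction in frataxin-depleted yeast; strong numbers were not always called active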
MT stabilizer: microtubule stabilizers in HeLa cells, primary screen, imaging, high-content imaging | AID 2205, 2009 | HeLa tubulin immunostaining HCS, 24 h; share of cells brighter than vehicle mean+2SD | % tubulin-high responders, % at 10 µM | 200,000 compounds, 0.83% hits;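 active = plate Z-score above 3 for both tubulin-high and condensed-nucleus cell shares, with cell loss under 80%, at 10 µM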;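 note: anti alpha tubulin signal scored within the nucleus-defined area of each cell; some results filed as inactive read as strong as hits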
Dynein cargo inh cytoplasmic EGFP: also measured in Dynein cargo inh; calls as there; z-score; measured here: cytoplasmic GR-EGFP intensity; active compounds read high
Dynein cargo inh nuclear GR-EGFP: further read-out of Dynein cargo inh, marked with its call; z-score; measured here: nuclear GR-EGFP intensity;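 lower value marks the stronger effect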
Dynein cargo inh cell count: further read-out of Dynein cargo inh, marked with its call; z-score; measured here: cell count per field
Insulin prom up cell count: second read-out of Insulin prom up, no call of its own (marks repeat the call); cell count; measured here: cytotoxicity, nuclei count;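 total cells summed across four imaged fields per well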
b-catenin transl cell count 5 µM: recorded beside b-catenin transl, whose call it bears; cell count; measured here: cell count, cytotoxicity flag
MT stabilizer Hoechst-high %: also measured in MT stabilizer; calls as there; % Hoechst-high responders; measured here: nuclear condensation Hoechst responders;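 share of cells brighter than vehicle mean plus two SD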
MT stabilizer cytotoxicity %: recorded beside MT stabilizer, whose call it bears; toxicity, %; measured here: cytotoxicity by cell density;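 0% = mean cell density of plate MIN control wells and 100% = no cells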
Autophagy mod cell loss 18 h: recorded beside Autophagy mod, whose call it bears; toxicity, %; measured here: cell loss, nuclei count;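 cell loss after 18 h compound exposure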
The depositor's hits bear a star; i = inactive; . = not tested or not shown; + = active, no number.

SMILES | NOD1 inhibition | P. falciparum M17LAP | NOD2 inhibition | b-catenin transl | b-catenin transl cell count 5 µM | Dynein cargo inh | Dynein cargo inh cytoplasmic EGFP | Dynein cargo inh nuclear GR-EGFP | Dynein cargo inh cell count | Autophagy mod | Autophagy mod cell loss 18 h | Insulin prom up | Insulin prom up cell count | Yfh1-off respiration | MT stabilizer | MT stabilizer Hoechst-high % | MT stabilizer cytotoxicity %
O=C(Nc1ccc(S(=O)(=O)Nc2nccs2)cc1)c1ccc(N2C(=O)c3ccccc3C2=O)cc1 | -25% | -1% | 1% | -0.1 | 1619 | -0.086 | 6.5 | 1.5 | -2.2 | i | 8 | 0.42 | 1499 | i | 4.9 | 2.8 | 11
Cn1c(C(=O)NC2CCCCC2)cc2sccc21 | -48% | 3% | -55% | 0.1 | 1116 | 1.8 | -0.043 | 1.5 | -2.7 | i | 1 | -0.29 | 1336 | i | 5.2 | 1.9 | 6.7
O=C(NCc1ccc2c(c1)OCO2)c1nn(-c2ccccc2)c(=O)c2ccccc12 | -10% | 1% | 15% | -1.1 | 1203 | 0.089 | -0.12 | 0.23 | 1.4 | i | 23 | -1.3 | 987 | i | 1.6 | 1.1 | 14
CN1CCN(NS(=O)(=O)c2cccs2)CC1 | -1% | 1% | 3% | -1.2 | 1131 | 0.12 | -0.22 | 0.17 | -0.26 | i | -11 | 0.11 | 1628 | i | 3.2 | 2.3 | 7.0
CCSc1nc(-c2ccc(OC)cc2)ccc1C#N | -27% | -2% | 8% | -1.6 | 1103 | 2.4 | 0.022 | 2.2 | -2.4 | i | 4 | -0.41 | 1734 | i | 2.0 | 2.0 | 4.8
CN(c1ccc(OCC(=O)Nc2ccc3[nH]c(=O)[nH]c3c2)cc1)S(=O)(=O)c1ccc(Cl)cc1 | 16% | -8% | 3% | -3.8 | 1112 | -0.59 | -0.24 | -0.37 | 0.99 | i | -3 | 0.32 | 765 | i | 3.4 | 2.3 | 9.1
CCC1(O)CC(C(=O)OC)=NN1C(=O)c1ccccc1 (stereo not given) | 6% | 9% | 23% | . | . | 0.47 | 0.84 | 0.3 | -0.38 | i | -2 | -0.19 | 868 | i | 2.8 | 1.5 | 18
O=C(N1CCCC1)C12CCC3CC(CC(C3)C1)C2 | -1% | -4% | 10% | . | . | -0.27 | -0.021 | 0.18 | -0.049 | i | -3 | -0.46 | 995 | i | 1.3 | 1.2 | 7.3
Cc1ccnc(NC(=O)c2ccccc2NC(=O)C(C)(C)C)c1 | -16% | -4% | 3% | -1.1 | 1201 | 1.7 | -0.2 | 0.68 | -0.73 | i | 15 | -0.18 | 849 | i | 44* | 21* | 31*
N=C1C(c2ccccc2)=C(O)CN1c1ccccc1 | -40% | -3% | 10% | -3.3 | 1125 | -0.74 | -0.35 | 0.27 | 0.66 | i | 0 | 0.5 | 1653 | i | 4.4 | 2.2 | 9.5
CCCCNC(=O)NNC(=O)c1ccc(F)cc1 | -22% | -3% | 3% | -1.9 | 587 | 0.37 | -0.23 | -0.24 | 0.16 | i | 3 | -0.25 | 1375 | i | 1.6 | 2.0 | 5.7
COc1ccc(C(=O)N2CC3(C)C4CCC3(C)C2(C#N)C4)cc1OC (stereo not given) | -27% | 2% | -36% | 0.1 | 953 | 0.24 | 0.13 | 0.5 | -0.38 | i | 9 | -0.26 | 1624 | i | 1.3 | 1.2 | 9.1
COc1ccc(-c2n[nH]c(=S)n2/N=C/C=C\c2ccccc2OC)cc1 | -1% | -2% | 19% | 0.2 | 1044 | 1.9 | -0.09 | 1.4 | -1.2 | i | 2 | 1.4 | 1539 | i | 6.0 | 15 | 8.8
Cn1cc(C(=O)NCc2ccc(F)cc2)cn1 | -14% | -1% | 19% | 0.7 | 1072 | 0.14 | -0.21 | 0.17 | 0.45 | i | 0 | -0.36 | 1162 | i | 2.7 | 3.0 | 7.0
COC(=O)C1=C(C)N(C)C(C)=C(C(=O)OC)C1c1ccc(F)c(Br)c1 | -10% | -5% | -6% | 0.8 | 1064 | -0.85 | -0.19 | -0.38 | 0.71 | i | -17 | -0.15 | 1632 | i | 1.7 | 2.1 | 14
CCOC(=O)c1ccc(NC(=O)CSC(=S)N2CCOCC2)cc1 | -48% | 9% | -3% | 0.2 | 1040 | -0.085 | -0.25 | 0.33 | -0.11 | + | 38* | -0.17 | 1504 | i | 2.5 | 2.1 | 3.7
COC(=O)c1nnn(-c2nonc2N)c1CSCCO | 1% | -2% | 20% | . | . | 0.39 | -0.18 | 0.28 | -0.95 | i | -1 | 0.07 | 1223 | i | 1.4 | 3.0 | 6.1
CC(C)(C)NC(=O)C(c1ccc(F)cc1)N(Cc1ccccc1Cl)C(=O)c1ccn[nH]1 (stereo not given) | -12% | 11% | 11% | 4.6 | 1014 | -0.32 | -0.19 | -0.49 | 0.48 | i | 1 | -0.71 | 956 | i | 4.3 | 2.3 | 1.2
Cc1c(Br)c([N+](=O)[O-])nn1C(C)C(=O)Nc1c(C)n(C)n(-c2ccccc2)c1=O (stereo not given) | . | 5% | 6% | -1.4 | 1321 | -0.55 | -0.22 | -0.48 | 1.7 | i | -14 | 0.25 | 1396 | i | 3.1 | 1.5 | 3.9
CCOC(=O)C(NC(=O)CC)(N1CCc2ccccc2C1)C(F)(F)F (stereo not given) | 3% | -17% | 11% | -0.8 | 1318 | -0.15 | -0.17 | -0.23 | 0.075 | i | 1 | -1.2 | 1600 | i | 2.6 | 1.5 | 7.4

Two entries from above, set out differently.
Structure	NOD1 inhibition	P. falciparum M17LAP	NOD2 inhibition	b-catenin transl	b-catenin transl cell count 5 µM	Dynein cargo inh	Dynein cargo inh cytoplasmic EGFP	Dynein cargo inh nuclear GR-EGFP	Dynein cargo inh cell count	Autophagy mod	Autophagy mod cell loss 18 h	Insulin prom up	Insulin prom up cell count	Yfh1-off respiration	MT stabilizer	MT stabilizer Hoechst-high %	MT stabilizer cytotoxicity %
O=C(N1CCCC1)C12CCC3CC(CC(C3)C1)C2	-1%	-4%	10%	.	.	-0.27	-0.021	0.18	-0.049	i	-3	-0.46	995	i	1.3	1.2	7.3
Cc1ccnc(NC(=O)c2ccccc2NC(=O)C(C)(C)C)c1	-16%	-4%	3%	-1.1	1201	1.7	-0.2	0.68	-0.73	i	15	-0.18	849	i	44*	21*	31*

Following part:
SMILES | NOD1 inhibition | P. falciparum M17LAP | NOD2 inhibition | b-catenin transl | b-catenin transl cell count 5 µM | Dynein cargo inh | Dynein cargo inh cytoplasmic EGFP | Dynein cargo inh nuclear GR-EGFP | Dynein cargo inh cell count | Autophagy mod | Autophagy mod cell loss 18 h | Insulin prom up | Insulin prom up cell count | Yfh1-off respiration | MT stabilizer | MT stabilizer Hoechst-high % | MT stabilizer cytotoxicity %
Clc1ccc2c(c1)nc1n2CCCC1 | -1% | 7% | 2% | 0.8 | 1321 | 0.12 | -0.69 | 0.27 | 0.18 | . | . | -0.3 | 1050 | i | . | . | .
CCC(C)C(NC(=O)C1CCC(C)CC1)C(=O)Nc1ccc(OC)cc1OC (stereo not given) | -15% | 0% | 5% | -1.2 | 1037 | -0.12 | -0.19 | 0.76 | -1.4 | i | 7 | 0.26 | 1294 | i | 4.1 | 1.6 | 10
O=C(CCCn1c(=O)c2ccccc2n(Cc2ccccc2)c1=O)NCc1ccco1 | 2% | 5% | -9% | . | . | 0.53 | -0.37 | 0.51 | 0.026 | i | 10 | 0.47 | 878 | i | 1.3 | 1.1 | 6.3
O=C(COc1ccccc1)OCc1csc(Nc2ccccc2)n1 | -49% | -16% | -7% | -1.2 | 1016 | 0.07 | -0.33 | -0.41 | 0.24 | i | 3 | 0 | 1162 | i | 2.8 | 2.3 | 1.3
COc1ccc(C2OC(=O)CC2C(=O)NCc2ccccc2Cl)cc1OC (stereo not given) | -37% | 0% | 0% | 0.4 | 1137 | 1.1 | -0.18 | 0.82 | -0.51 | i | 17 | 1.1 | 1184 | i | 4.0 | 3.0 | 6.2
CCC(=O)N1CC(C)C(=O)Nc2ccccc21 (stereo not given) | 5% | -2% | 0% | -6.2 | 935 | -1.1 | -0.19 | -0.34 | 0.47 | i | 14 | 0.01 | 1227 | i | 5.0 | 2.7 | 2.4
CCN1CCN(Cc2ccc(NC(=O)c3cc(NC(=O)c4cnn(-c5ccccc5)c4N)cc(OC)c3)cc2C(F)(F)F)CC1 | -11% | -5% | 7% | -0.9 | 1086 | -0.034 | -0.71 | 0.14 | -0.53 | . | . | 1.3 | 818 | i | . | . | .
Cc1cc(C)n(CC(C)NCc2c(C(=O)N3CCOCC3)nc3c(C)cccn23)n1 (stereo not given) | -2% | -5% | -7% | 0.7 | 1322 | 0.094 | -0.21 | -0.068 | -0.19 | . | . | 0.31 | 1044 | i | . | . | .
Cc1ccccc1C(=O)NC(CC(C)C)C(=O)Nc1ccc(F)c([N+](=O)[O-])c1 (stereo not given) | -2% | -2% | 17% | . | . | 2.4 | -0.17 | 1.1 | -1.9 | i | 18 | -0.87 | 1231 | i | 4.2 | 2.2 | 14
COCCCNC(=S)N1CCN(c2ccccc2)CC1 | -19% | 6% | 8% | -2.6 | 1114 | -0.25 | -0.12 | -0.2 | -0.66 | i | 4 | -0.07 | 1220 | i | 1.7 | 2.3 | 5.9
CS(=O)(=O)c1ccc2nc(NC(=O)c3cccs3)sc2c1 | -2% | 44% | -105% | 0.3 | 1020 | 0.77 | 7.9e-05 | 0.54 | -0.46 | i | -1 | . | . | i | 2.8 | 1.8 | 4.6

Not all compounds are listed, so the mix of outcomes need not match the whole.
